Screens: PubChem, National Center for Advancing Translational Sciences (NCATS)
HCMV antiviral: blocks human cytomegalovirus replication; HFF cells, HCMV-luciferase reporter, 72 h; active compounds read low; AID 1259415; activity change, negative = inhibition, % at 57.5 µM; 410,000 compounds, 4.5% hits; in the data active = activity change below about -60%; inconclusive = no clear call, values can overlap the other calls; inactive = above about -39%
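Luciferase read-out from HCMV-luciferase-infected HFFs (MOI 1 PFU/cell) 72 h post infection at 37C; compounds added after 16 h cell attachment; activity normalized between buffer-only basal and Salinomycin (10uM) inhibitor controls.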
TbPYK inhibitor: inhibitors of Trypanosoma brucei pyruvate kinase; Q57TT1; TbPYK enzyme, Kinase-Glo Plus ATP luminescence, 45 min; Potency, µM (top dose mostly 76.8 µM), inactives show top-dose activity, negative = inhibition, usual class: inhibitors; 410,000 compounds, 0.12% hits; also: potency is read from the fitted curve at half-maximal effect; nearly all actives have a fitted effect of over 50% in size
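ADP (130 uM final) triggers the TbPYK reaction after compound addition; incubation is 45 min at room temperature. Kinase-Glo Plus is then added and luminescence imaged. Normalized data are fitted to concentration-effect curves.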
AMA1 RON2 block: disrupts binding of P. falciparum AMA1 to RON2; Potency, µM (doses to about 58.2 µM), for inactives: top-dose activity change, negative = inhibition, actives largely listed as inhibitors; AID 720542; AlphaScreen AMA1-biotinylated RON2 peptide binding; 360,000 compounds, 0.2% hits;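 also: potency is read from the fitted curve at half-maximal effect; 0% = vehicle wells and -100% = peptide control; nearly all actives have a fitted effect of over 45% in size; some results filed as inactive show a strong effect at the top dose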
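AMA1 (3D7) with his tag at 25 nM final met compounds first, then biotinylated RON2 peptide at 25 nM; detection used donor plus acceptor beads, 10 µg/mL apiece, read by AlphaScreen after 30 min at room temperature.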
AmpC inh no detg: inhibitors of E. coli AmpC beta-lactamase without detergent; P00811; AmpC nitrocefin hydrolysis, absorbance 480 nm, 0.0001% Triton; Potency, µM (top dose mostly 57.1 µM), for inactives: at the top dose activity change, negative = inhibition, most hits filed as inhibitors; 330,000 compounds, 0.52% hits;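 also: potency is read from the fitted curve at half-maximal effect; plate controls were no compound for no effect and no enzyme for full effect; nearly all actives have a fitted effect of over 20% in size; some results filed as inactive show a strong effect at the top dose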
Target sequence (P00811 whole entry, looked up): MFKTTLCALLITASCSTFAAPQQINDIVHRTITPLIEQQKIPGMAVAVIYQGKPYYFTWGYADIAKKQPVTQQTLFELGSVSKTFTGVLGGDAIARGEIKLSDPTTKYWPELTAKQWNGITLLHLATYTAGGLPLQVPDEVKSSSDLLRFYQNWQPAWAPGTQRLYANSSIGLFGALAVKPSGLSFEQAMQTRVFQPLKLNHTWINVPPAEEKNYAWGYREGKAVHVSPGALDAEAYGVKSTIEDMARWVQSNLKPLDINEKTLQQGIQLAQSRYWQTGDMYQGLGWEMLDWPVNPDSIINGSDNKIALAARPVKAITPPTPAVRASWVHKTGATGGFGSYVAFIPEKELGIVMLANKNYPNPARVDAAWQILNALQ
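AmpC (5.3 nM in the dispensed reagent) in 20 mM phosphate pH 7.0 with 0.01% (detergent screen) or 0.0001% Triton X-100 was preincubated with compounds for 15 min at room temperature. Nitrocefin was then added from an 800 uM solution, and hydrolysis was followed at 480 nm.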
HCV inhibitor: inhibitors of hepatitis C virus infection | Huh7.5.1 HCVcc-Cre infection, luciferase reporter, 44 h | Potency, µM (titrated, usually from 41.8 µM), for the others: top-dose activity change, negative = inhibition, hits mostly inhibitors | 340,000 compounds, 3.4% hits; also: potency is read from the fitted curve at half-maximal effect
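Cells seeded at 1,000/well and cultured 4 h, then compounds added followed by HCVcc-Cre virus (~0.5 moi). After 44 h further culture, luciferase substrate was added, plates held 15 min at room temperature, and luminescence read for 15 sec.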
AmpC detergent: AmpC beta-lactamase inhibition with detergent present. P00811. AmpC hydrolysis of nitrocefin, absorbance 480 nm, 0.01% Triton. Potency, µM (doses to about 114 µM), for the others: at the highest dose activity change, negative = inhibition, most hits filed as inhibitors. 370,000 compounds, 0.041% hits. AID 485294;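 also: potency is read from the fitted curve at half-maximal effect; 0% = no-compound wells and -100% = no-enzyme wells; nearly all actives have a fitted effect of over 25% in size; some results filed as inactive show a strong effect at the top dose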
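AmpC (5.3 nM in the dispensed reagent) in 20 mM phosphate pH 7.0 with 0.01% (detergent screen) or 0.0001% Triton X-100 was preincubated with compounds for 15 min at room temperature. Nitrocefin was then added from an 800 uM solution, and hydrolysis was followed at 480 nm.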
LmPK inhibitor: LmPK (Leishmania mexicana) enzyme inhibition; Q27686; purified LmPK, Kinase-Glo ATP luminescence, 1 h; Potency, µM (top dose mostly 57.5 µM), for the others: top-dose activity change, negative = inhibition, actives largely listed as inhibitors; 290,000 compounds, 0.37% hits; AID 1721; also: potency is read from the fitted curve at half-maximal effect
Target sequence (Q27686 whole entry, looked up): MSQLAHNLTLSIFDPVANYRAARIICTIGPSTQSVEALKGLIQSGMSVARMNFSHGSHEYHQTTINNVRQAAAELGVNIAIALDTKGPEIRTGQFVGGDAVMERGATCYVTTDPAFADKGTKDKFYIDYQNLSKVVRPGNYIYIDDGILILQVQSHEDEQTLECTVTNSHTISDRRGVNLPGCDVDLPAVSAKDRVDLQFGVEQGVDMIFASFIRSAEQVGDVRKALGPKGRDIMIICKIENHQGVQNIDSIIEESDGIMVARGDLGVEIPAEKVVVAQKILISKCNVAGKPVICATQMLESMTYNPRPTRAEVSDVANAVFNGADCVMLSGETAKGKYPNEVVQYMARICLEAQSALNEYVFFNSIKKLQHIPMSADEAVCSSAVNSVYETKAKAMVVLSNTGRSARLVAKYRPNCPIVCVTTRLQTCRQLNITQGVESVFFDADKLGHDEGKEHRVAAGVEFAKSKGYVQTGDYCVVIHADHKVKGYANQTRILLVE
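Kinase-Glo luminescence read after 1 h RT reaction of 0.1 nM LmPK with 0.5 mM PEP and 0.1 mM ADP. Activity scaled between uninhibited and enzyme-free controls.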
Starred values were filed as active, the others as inactive; u = inconclusive; x = no result given; [ ] = remark or other dose. Unless noted, calls follow the shape of the dose curve; as a rule, active = well fitted curve in the direction sought with a large enough effect; inconclusive = small, poorly fitted or top-dose-only effect, or another doubt; inactive = no such curve, though single readings can be large; an effect the other way counts as inactive or inconclusive. Unless noted, % is scaled to controls: 0 for no effect and ±100 for the full control effect.

structure	AmpC detergent	HCV inhibitor	TbPYK inhibitor	AmpC inh no detg	HCMV antiviral	AMA1 RON2 block	LmPK inhibitor
CCc1ccccc1N(C(=O)c1snc(C(N)=O)c1N)C(C(=O)NCC1CCCO1)c1ccc(C)o1 (stereo not drawn)	-1.7%	u	7.1%	122.7%[activator]	-21.5	12.6%	-2.1%
CC(CCc1ccccc1)NC(=O)Cn1ncc2c3ccccc3n(Cc3ccccc3F)c2c1=O (stereo not drawn)	16.5%	x	-8.6%	x	0.2	x	x
O=C(Nc1nc2c(s1)CCCC2)c1nn(Cc2ccccc2)c(=O)c2ccccc12	3.4%	-5.0%	2.4%	-35.6%	-18.9	-12.5%	-0.3%
O=C(CNC(=O)c1ccc2c(c1)OCCO2)N/N=C/c1ccco1	-1.0%	12.9%	-0.5%	-8.7%	11.7	-1.9%	-3.0%
C=CCn1c(N)cc(=O)nc1SCC(=O)N(c1ccccc1)c1ccccc1	-0.6%	19.1%	0.0%	-18.7%[2.29 µM]	-7.5	1.5%	-0.4%
COc1ccc(OC)c(NC2c3ncccc3C(=O)N2Cc2ccco2)c1 (stereo not drawn)	u	1.2%	-21.6%	-12.7%	-14.6	-3.9%	-1.0%
CCS(=O)(=O)NCc1cn2c(C)csc2n1	-14.8%	6.2%	-4.1%	-14.5%	9.0	4.6%	-5.0%
CCOc1ccc(C(=O)NCCc2sc(-c3cccc(F)c3)nc2C)cc1OCC	10.6%	x	-1.5%	x	-10.4	x	x
COC(=O)COC(=O)c1ccc(-n2nnnc2SC)cc1	6.6%	15.8%	-14.9%	-5.0%	2.6	-13.2%	-5.6%
COC(=O)C1=CNC=C(C(=O)OC)C1c1cccc2ccccc12	-2.9%	-9.5%	-1.2%	-20.6%	-4.7	23.7%	0.0%

Reformatted with each value named: entries from further up
CCc1ccccc1N(C(=O)c1snc(C(N)=O)c1N)C(C(=O)NCC1CCCO1)c1ccc(C)o1 (stereo not drawn)
  AmpC detergent: -1.7% | HCV inhibitor: u | TbPYK inhibitor: 7.1% | AmpC inh no detg: 122.7%[activator] | HCMV antiviral: -21.5 | AMA1 RON2 block: 12.6% | LmPK inhibitor: -2.1%

O=C(Nc1nc2c(s1)CCCC2)c1nn(Cc2ccccc2)c(=O)c2ccccc12
  AmpC detergent: 3.4% | HCV inhibitor: -5.0% | TbPYK inhibitor: 2.4% | AmpC inh no detg: -35.6% | HCMV antiviral: -18.9 | AMA1 RON2 block: -12.5% | LmPK inhibitor: -0.3%

Further results follow.
structure	AmpC detergent	HCV inhibitor	TbPYK inhibitor	AmpC inh no detg	HCMV antiviral	AMA1 RON2 block	LmPK inhibitor
CC(C)NC(=O)N(C)C[C@H]1Oc2c(NS(=O)(=O)c3cccs3)cccc2C(=O)N([C@H](C)CO)C[C@@H]1C	x	u	3.3%	-4.8%	1.5	15.1%	x
Cc1ccc(CNC(=O)C2CCN(C(=O)c3cccc(Cl)c3)CC2)cc1	-12.3%	-5.7%	-6.3%	88.6%[activator]	-25.1	3.4%	-2.0%
CC(C)c1onc(C(=O)NC2CCCCC2)c1[N+](=O)[O-]	0.3%	8.2%	-1.3%	-0.5%	-26.1	u	1.3%
CCN(CC)CCNC(=O)NC1CCCCC1	-6.4%	-6.0%	4.2%	-19.1%	-11.1	4.2%	-13.7%
COc1ccc(OC)c(N=C2SCCCN2C(=O)c2ccc(N3C(=O)CCC3=O)cc2)c1	-14.8%	-2.5%	x	-11.0%	-6.5	x	x
CCOc1ccc(CCN2C(=O)C(=O)N([C@@H](Cc3ccccc3)CN3CCC[C@H]3CN3C(=O)C(=O)NC[C@@H]3Cc3ccccc3)C[C@@H]2CC(C)C)cc1	x	x	4.0%	x	-3.1	0.1%	x
COc1ccccc1NC(=S)NNC(=O)c1ccncc1	u	-13.0%	-15.8%	-4.9%[11.4 µM]	7.0	-4.3%	-19.4%
Oc1ccc2ccccc2c1CNn1cnnc1	-12.0%	21.0%	1.4%	-9.6%	13.6	3.7%	-1.7%
Cc1c(C(=O)OCC(=O)NC2CCCCC2)oc2ccccc12	0.5%	11.6%	1.5%	-43.2%	-13.7	15.9%	x
O=c1[nH]nc(-c2ccc(F)cc2)cc1-c1ccccc1	-7.3%	-2.9%	-7.2%	-30.1%	22.4	-3.0%	1.5%
O=C(COC(=O)c1cccc(S(=O)(=O)N2CCCCCC2)c1)Nc1ccccc1	u	2.9%	1.4%	-21.7%	-11.1	-0.2%	x
O=C(NN1C(=O)C2C3C=CC(C4CC34)C2C1=O)c1cccc(Br)c1 (stereo not drawn)	1.6%	-16.8%	0.4%	-2.4%	-12.2	2.7%	-3.0%
Cc1ccccc1/C=C(\C#N)c1nc(-c2ccc(Cl)cc2)cs1	3.3%	x	0.3%	x	-15.3	x	x
CC(=O)c1ccc(N2CCN(C(=O)c3ccc(Cn4c(=O)[nH]c5ccccc5c4=O)cc3)CC2)cc1	8.3%	x	3.0%	x	14.4	x	x
COc1ccccc1NC(=O)CN1CCN(CC(=O)Nc2ccc(F)cc2F)CC1	2.7%	1.1%	9.1%	-13.0%	u	7.2%	0.2%
COc1ccccc1NC(=O)C1(c2ccccc2)CCCC1	-0.6%	-9.3%	4.8%	-16.6%	-24.9	22.3%	-0.5%
COc1cccc(-c2cc(C(=O)NC3CCCCC3)no2)c1	3.2%	-5.8%	0.7%	-11.1%	28.2	-3.6%	-4.9%
CCn1c(=O)c2sccc2n2c(CCC(=O)Nc3ccc(OC)c(Cl)c3)nnc12	10.8%	x	1.9%	x	3.3	x	x
O=C(NC(=S)N1C[C@H]2C[C@H](C1)c1cccc(=O)n1C2)c1ccc(F)cc1	-16.1%	28.1%	1.1%	-13.5%	2.2	97.9%[activator]	-6.0%
CCc1noc(C)c1C(=O)Nc1nc2c(C)cc(C)cc2s1	-14.1%	11.2µM*	-0.3%	-8.2%	-4.4	-7.5%	x
CCCCn1cc2c(c1-c1cccc(C)c1)c(=O)n(C)c(=O)n2C	2.4%	10µM*	-6.4%	19.8%	12.0	-3.0%	4.2%
O=C(CSc1ncnc2ccccc12)c1cccs1	3.7%	3.1%	-4.8%	-22.4%	1.3	62.9%[activator]	-8.9%
CSc1nc(-c2ccco2)nn1S(C)(=O)=O	u	-6.5%	-18.0%	-15.9%	14.4	u	-1.2%
Cc1ccc(Cc2c[nH]c(=S)s2)cc1	-6.1%	3.5%	u	-25.3%	-22.1	58.2%[activator]	5.8%
CCN1CCc2c(sc(NC(=O)c3ccc(S(=O)(=O)N(C)C4CCCCC4)cc3)c2C(N)=O)C1	6.6%	x	-1.2%	x	u	x	x
O=C(C1CCN(c2nc3ccccc3[nH]2)CC1)N1CCN(c2cccc(Cl)c2)CC1	10.1%	x	2.9%	x	-2.3	x	x
O=[N+]([O-])c1ccc(Nc2ccccc2O)c2nonc12	7.7%	-6.6%	-1.2%	-34.4%	-60.6*	-14.3%	5.8%
CCOC(=O)N1CCC(n2c(SCC(=O)NCCC3=CCCCC3)nc3ccccc3c2=O)CC1	0.8%	u	-2.8%	45.0%	-34.4	2.8%	0.6%
O=C(N/N=C/c1cc2c(cc1Br)OCO2)c1cccnc1	2.4%	-5.2%	-1.7%	-15.0%	u	18.8%	3.4%
Cc1cccc(-n2c(O)c(C=NC3CCS(=O)(=O)C3)c3ccccc3c2=O)c1 (stereo not drawn)	0.5%	u	0.2%	13.7%	-29.5	3.9%	4.3%
CCn1ncc(C2=NOC(C(=O)Nc3ccc(C)cc3)C2)c1C (stereo not drawn)	-9.7%	u	4.5%	2.6%	-30.1	-1.6%	10.6%
CCCCn1c(-c2ccc([N+](=O)[O-])cc2)n[nH]c1=S	0.3%	12.0%	1.12µM*	-20.3%	62.4	-3.6%	u
CCCOc1ccc(-c2cccc(NS(=O)(=O)c3ccccc3)c2)nn1	12.8%	x	-0.8%	x	u	x	x
COc1cc(NC(=O)CSc2nnc(-c3cc(C)on3)o2)cc(OC)c1	-4.6%	-8.4%	-2.7%	8.9%	-11.2	52.4%[activator]	-7.2%
NC(=O)COc1ccc(/C=N/NC(=O)C2CCCN2S(=O)(=O)c2ccc(Cl)cc2)cc1 (stereo not drawn)	-8.9%	7.0%	-7.8%	-9.6%	-3.3	2.2%	0.0%
O=C(CSc1ncnc2c1cnn2-c1ccc(F)cc1)NCC1CCCO1 (stereo not drawn)	4.4%	u	-3.6%	0.6%	u	15.9%	-3.0%
Clc1cccc(C2CCN(Cc3nc(COc4ccccc4)no3)C2)c1 (stereo not drawn)	-2.5%	-6.5%	-0.1%	17.9%	-4.6	-3.5%	-6.1%
O=C(O)c1cccc(NS(=O)(=O)c2ccc(Oc3ccc(S(=O)(=O)Nc4cccc(C(=O)O)c4)cc3)cc2)c1	x	24.0%	7.8%	x	52.5	-26.5%	x
N#CCOc1coc(CN2CCN(c3ccccc3)CC2)cc1=O	-10.2%	5.9%	-8.5%	-9.3%	37.1	0.6%	-6.3%
Cc1ccc(C(=O)COC(=O)c2cnccn2)cc1C	-3.8%	x	x	-12.7%	x	x	-4.0%
CS(=O)(=O)Nc1ccc(C2=NN(S(=O)(=O)c3ccc(F)cc3)C(c3ccco3)C2)cc1 (stereo not drawn)	3.7%	-22.6%	-4.8%	-42.0%	-2.9	-9.8%	-0.7%
NC(N)=NCCCC(NC(=O)c1ccccc1)C(=O)Nc1ccc([N+](=O)[O-])cc1 (stereo not drawn)	-22.8%	6.9%	-2.3%	-40.1%	32.8	-1.6%	x
O=C(/C=C/Nc1ccc(Oc2ccccc2)cc1)c1ccco1	-1.6%	-21.2%	u	-58.7%	22.6	0.7%	7.94µM*
CCCN(CCC(=O)Nc1cc(OC)cc(OC)c1)CC1CC1	-10.1%	-25.9%	-9.9%	4.8%	16.8	5.9%	0.8%
O=C(O)c1ccccc1C(=O)c1ccc(Cl)cc1	0.1%	39.0%[activator]	-2.2%	-2.6%	51.3	-5.2%	2.0%
COc1ccc(-c2onc(C)c2C)cc1S(=O)(=O)NC1CCCCC1	-2.4%	x	3.8%	x	16.1	x	x
O=C(OCc1ccc(Br)cc1)c1cccc(S(=O)(=O)N2CCCC2)c1	-7.2%	u	-2.3%	-46.0%	-29.3	8.3%	x
